Bioassay records deposited in PubChem by several laboratories.
DAGLB inh – diacylglycerol lipase beta (human) inhibition. Q8NCG7. HEK293T DAGLB membrane lysate, EnzChek fluorogenic substrate. inhibition, % at 5.17 µM. actives 0.059% (n = 340,000); in the data active means inhibition above about 34%;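 further: 0% = enzyme with vehicle and 100% = wells lacking enzyme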
PKA-R2B activ – activates the human PKA-R2B holoenzyme complex | activation, % at 11.4 µM | PKA-R2B holoenzyme dissociation, Cy5-IP20 fluorescence polarization; R2B truncated from residue 108, S112A mutant; 0% DMSO only, 100% 113 µM cGMP | P22694+P31323 | actives 0.079% (n = 340,000) | AID 504700;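 active means activation above a cutoff set at the mean over all compounds plus 3 SD, cut at about 18% in these data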;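 further: higher means more holoenzyme dissociation and a rise in polarization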
CAL PDZ FP-1 – blocks peptide binding to human CAL PDZ domain. purified CAL PDZ, TMR-peptide fluorescence polarization, 1 h. inhibition, % at 20 µM. actives 0.02% (n = 330,000). AID 504414;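 active means highest replicate inhibition of at least 40%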;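 further: plate controls were DMSO neutral control wells for no effect and unlabeled competitor peptide control wells for full effect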
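Assay system – tagged CAL PDZ protein CerCALP, purified · Timing – 1 h at RT · Compound – single point, 20 µM · Measured by – fluorescence polarization from S- and P-plane intensities, G-factor corrected · Evaluation – inhibition from polarization loss · Probe or stimulus – TMR reporter peptide T*-PRC34 · Buffer or medium – pH 7.4 phosphate-saline buffer, reducing agent, detergent, IgG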
cardiac RTF act – cardiac RTF calcium sensitization; P19429+P45379; IANBD-labeled TnC RTF fluorescence at EC20 calcium; 0% EC20 calcium, 100% full calcium; activation, % at 7.2 µM; actives 0.24% (n = 340,000);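 active means activation above the mean over all tested compounds plus 3 SD, cut at about 30% in these data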;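 further: rise in fluorescence read as greater calcium sensitivity of cardiac thin filaments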
SR-BI uptake up – SR-BI HDL lipid transfer activation. CHO ldlA[mSR-BI] cells, DiI-HDL uptake fluorescence, 3 h; 100 = double the neutral-control signal. activation, % at 12.5 µM. actives 0.096% (n = 320,000). AID 504775;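 active means mean replicate activation of at least 60% and every replicate at or above 60%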;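 further: 0% = median plate neutral-control signal and 100% = twice that signal; values of inactives mirror those of a sister screen read the other way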
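Test system: SR-BI-overexpressing, LDLR-lacking CHO cells. Measured by: DiI fluorescence, bottom read. Medium: Ham's F12 with 0.5% BSA, HEPES 25 mM, pH 7.4. Timing: 3 h uptake period with compound, 37 °C.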
CAL PDZ FP-2 – CAL PDZ (human) peptide binding inhibition. Q9HD26. purified CAL PDZ, TMR-peptide fluorescence polarization, 1 h. inhibition, % at 24.9 µM. actives 0.92% (n = 300,000). AID 602252;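 active means mean inhibition of at least 30% with at least half of replicates also reaching 30%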;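 further: 0% = DMSO neutral control and 100% = excess unlabeled competitor peptide PRC23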
Rtt109 Vps75 – inhibitors of Candida albicans Rtt109/Vps75 histone acetyltransferase; Q5AAJ8; purified Rtt109/Vps75, ThioGlo CoA-SH fluorescence, 4 h; inhibition, % at 34.9 µM; actives 0.16% (n = 330,000);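 active means inhibition of at least 50% in every replicate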
Cardiac RTF inh – cardiac RTF calcium desensitization | P19429+P45379 | IANBD-labeled cardiac RTF, Ca2+ fluorescence | inhibition, % at 7.15 µM | actives 0.12% (n = 340,000) | AID 493244;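 active means inhibition above the mean inhibition of all tested compounds plus 3 SD, cut at about 17% in these data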;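 further: assay run at fixed EC70 calcium of 1.6 mM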
LANA DNA inh – KSHV C-LANA DNA binding inhibition. MBP-C-LANA/FAM-LBS DNA binding, fluorescence polarization. inhibition, % at 9 µM. actives 0.078% (n = 340,000). AID 504423;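 active means highest replicate inhibition at or above 60% at 9 µM, even if other replicates fall short; inactive means all replicates below 60% inhibition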;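 further: 0% = neutral control wells and 100% = 4 µM acridine orange control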
Keap1-Nrf2 PPI – disrupts human Keap1 binding to Nrf2 peptide | Keap1 Kelch-Nrf2 peptide fluorescence polarization, 1536-well | Q14145 | actives 0.15% (n = 340,000) | inhibition, % at 9.4 µM; in the data active means inhibition above about 12%;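 further: human Keap1 Kelch domain with fluorescein labeled Nrf2 9mer peptide probe; 0% = neutral control wells and 100% = peptide positive control; higher means more block of Keap1 binding to Nrf2 peptide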
Target sequence (Q14145 whole entry, looked up, the tested form may be a part): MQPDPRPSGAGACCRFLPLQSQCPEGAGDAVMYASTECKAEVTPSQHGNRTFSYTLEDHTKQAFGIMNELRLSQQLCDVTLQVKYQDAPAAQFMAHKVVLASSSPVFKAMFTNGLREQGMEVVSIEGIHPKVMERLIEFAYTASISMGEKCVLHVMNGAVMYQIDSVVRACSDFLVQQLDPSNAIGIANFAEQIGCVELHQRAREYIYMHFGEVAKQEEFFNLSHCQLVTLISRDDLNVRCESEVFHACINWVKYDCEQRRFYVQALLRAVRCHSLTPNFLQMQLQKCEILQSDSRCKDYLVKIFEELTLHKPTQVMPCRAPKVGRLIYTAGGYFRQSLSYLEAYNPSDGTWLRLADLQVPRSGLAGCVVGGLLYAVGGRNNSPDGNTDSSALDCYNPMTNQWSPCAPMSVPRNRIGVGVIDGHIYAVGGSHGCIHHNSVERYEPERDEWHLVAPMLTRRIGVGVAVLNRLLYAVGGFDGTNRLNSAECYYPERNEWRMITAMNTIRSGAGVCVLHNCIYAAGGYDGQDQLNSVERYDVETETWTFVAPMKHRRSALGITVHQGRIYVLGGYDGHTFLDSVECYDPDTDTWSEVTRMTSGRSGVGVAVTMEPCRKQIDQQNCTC
Active calls of the source: *; . = not tested or not shown. Compounds were not picked by outcome; overall some 1.6% were active at least once.

SMILES | DAGLB inh | PKA-R2B activ | CAL PDZ FP-1 | cardiac RTF act | SR-BI uptake up | CAL PDZ FP-2 | Rtt109 Vps75 | Cardiac RTF inh | LANA DNA inh | Keap1-Nrf2 PPI
C=CCNc1nc(-c2sc(NC(=O)CC)nc2C)cs1 | 1 | 5 | . | 6 | 0 | -4 | 0 | -2 | 1.0 | 0
COc1ccc(NC(=O)CSc2nc(N)c3cc4c(nc3n2)CC(C)(C)OC4)cc1 | -8 | -3 | -0.7 | 7 | -46 | . | 1 | -2 | 1.3 | -8
O=C(O)c1ccc2nc(-c3ccccc3)c(-c3ccccc3)nc2c1 | 5 | -6 | -4.0 | -5 | 7 | -5 | -2 | -2 | -1.4 | -8
COc1ccc(-c2cnnc(N/N=C/c3ccc(O)c(O)c3)n2)cc1 | 5 | 2 | 1.1 | 0 | 2 | -3 | 4 | -28 | -0.9 | -3
CCCC(C)NC(=O)c1ccccc1SC (stereo not given) | 1 | -2 | -0.4 | 0 | . | . | 44 | -2 | -2.3 | 0
Cc1c(O)ccc(C(=O)CN2CCN(c3ccccc3)CC2)c1O | -1 | -8 | -2.8 | -3 | -8 | -2 | 2 | -2 | 0.1 | -4
O=C(C(c1ccccc1)c1ccccc1)N1CCN(c2ccccn2)CC1 | -2 | -1 | -1.5 | 5 | -15 | 4 | 2 | -13 | -3.2 | -2
O=C(CCNc1cccc(Cl)c1)c1ccco1 | -1 | 4 | -1.4 | 8 | 14 | . | 15 | -6 | 12 | 3
CCc1nc2ccc(C(=O)NCCc3ccc(OC)cc3)cc2nc1CC | -4 | 5 | -2.1 | -2 | -15 | -3 | 0 | -3 | 1.6 | -1
CC(C(=O)Nc1ccc2c(c1)OCCO2)c1ccc([N+](=O)[O-])cc1 (stereo not given) | -1 | 5 | -0.5 | 2 | 35 | -6 | -3 | 12 | 1.6 | 2
CCNC(=O)c1cccc(NC(=O)c2cc(C3CC3)nc3c2cnn3C(C)C)c1 | -1 | 2 | -3.9 | -11 | -75 | -1 | 2 | -11 | -0.5 | -6
CCOC(=O)/C(C)=N/NC(=O)c1ccc([N+](=O)[O-])cc1 | -2 | 1 | -2.9 | -4 | 5 | -6 | -1 | 4 | 2.0 | 2
COCCCNC(=O)c1c(N)n(-c2ccc3c(c2)OCO3)c2nc3ccccc3nc12 | -1 | -3 | -1.7 | 1 | -22 | 0 | -4 | 3 | -1.4 | -3
Cc1ccc(C)c(NC(=O)c2cc(C)nc3ccccc23)c1 | -3 | 6 | -0.8 | 3 | -79 | -50 | -4 | -6 | -0.8 | -4
CC(NC(=O)Nc1ccc(Cl)cc1)c1ccccc1 (stereo not given) | -1 | 5 | . | -11 | -6 | -3 | 3 | -5 | -0.9 | 7
Cc1cc(NC(=O)c2cc(Cl)ccc2Cl)no1 | 1 | -8 | 0.0 | -1 | 19 | -2 | -6 | -2 | 1.9 | 0
Cc1cccc(C(=O)Nc2nccs2)c1[N+](=O)[O-] | -1 | -10 | -1.2 | 2 | 13 | -3 | -6 | -5 | 0.7 | -5
CCOC(=O)C1CCN(C(=O)CSc2ccccc2Cl)CC1 | -4 | 0 | -2.2 | -3 | -10 | -1 | -1 | -14 | 0.5 | 3
CC(C)Oc1ccc(S(=O)(=O)N2CCOCC2)cc1NC(=O)c1ccc(N2CCCC2=O)cc1 | -2 | -1 | -3.2 | 0 | -11 | -2 | 8 | -10 | -0.4 | -6
Cc1cc(C)cc(NC(=S)N2CCN(C(=O)c3ccco3)CC2)c1 | 0 | -1 | 0.0 | -3 | -12 | . | 15 | -3 | -1.3 | 4
O=C(O)c1ccc(CSc2nnc(-c3cccnc3)n2-c2ccc(Br)cc2)cc1 | 1 | 4 | -0.7 | 5 | 4 | 6 | -1 | -1 | -0.5 | -7

3 structures from above, ordered by SMILES length, highest first:
SMILES | DAGLB inh | PKA-R2B activ | CAL PDZ FP-1 | cardiac RTF act | SR-BI uptake up | CAL PDZ FP-2 | Rtt109 Vps75 | Cardiac RTF inh | LANA DNA inh | Keap1-Nrf2 PPI
CCNC(=O)c1cccc(NC(=O)c2cc(C3CC3)nc3c2cnn3C(C)C)c1 | -1 | 2 | -3.9 | -11 | -75 | -1 | 2 | -11 | -0.5 | -6
COc1ccc(-c2cnnc(N/N=C/c3ccc(O)c(O)c3)n2)cc1 | 5 | 2 | 1.1 | 0 | 2 | -3 | 4 | -28 | -0.9 | -3
C=CCNc1nc(-c2sc(NC(=O)CC)nc2C)cs1 | 1 | 5 | . | 6 | 0 | -4 | 0 | -2 | 1.0 | 0

Some of the entries so far, in CSV form:
canonical_smiles,DAGLB inh,PKA-R2B activ,CAL PDZ FP-1,cardiac RTF act,SR-BI uptake up,CAL PDZ FP-2,Rtt109 Vps75,Cardiac RTF inh,LANA DNA inh,Keap1-Nrf2 PPI
C=CCNc1nc(-c2sc(NC(=O)CC)nc2C)cs1,1,5,.,6,0,-4,0,-2,1.0,0
COc1ccc(NC(=O)CSc2nc(N)c3cc4c(nc3n2)CC(C)(C)OC4)cc1,-8,-3,-0.7,7,-46,.,1,-2,1.3,-8
O=C(O)c1ccc2nc(-c3ccccc3)c(-c3ccccc3)nc2c1,5,-6,-4.0,-5,7,-5,-2,-2,-1.4,-8
COc1ccc(-c2cnnc(N/N=C/c3ccc(O)c(O)c3)n2)cc1,5,2,1.1,0,2,-3,4,-28,-0.9,-3
CCCC(C)NC(=O)c1ccccc1SC (stereo not given),1,-2,-0.4,0,.,.,44,-2,-2.3,0
Cc1c(O)ccc(C(=O)CN2CCN(c3ccccc3)CC2)c1O,-1,-8,-2.8,-3,-8,-2,2,-2,0.1,-4
O=C(C(c1ccccc1)c1ccccc1)N1CCN(c2ccccn2)CC1,-2,-1,-1.5,5,-15,4,2,-13,-3.2,-2
O=C(CCNc1cccc(Cl)c1)c1ccco1,-1,4,-1.4,8,14,.,15,-6,12,3
CCc1nc2ccc(C(=O)NCCc3ccc(OC)cc3)cc2nc1CC,-4,5,-2.1,-2,-15,-3,0,-3,1.6,-1
CC(C(=O)Nc1ccc2c(c1)OCCO2)c1ccc([N+](=O)[O-])cc1 (stereo not given),-1,5,-0.5,2,35,-6,-3,12,1.6,2
CCNC(=O)c1cccc(NC(=O)c2cc(C3CC3)nc3c2cnn3C(C)C)c1,-1,2,-3.9,-11,-75,-1,2,-11,-0.5,-6
CCOC(=O)/C(C)=N/NC(=O)c1ccc([N+](=O)[O-])cc1,-2,1,-2.9,-4,5,-6,-1,4,2.0,2
